Screens from PubChem BioAssay.
AmpC detergent – inhibitors of E. coli AmpC beta-lactamase with detergent; P00811; AmpC hydrolysis of nitrocefin, absorbance 480 nm, 0.01% Triton; Potency, µM (series often up to 114 µM), without a hit: at the top dose activity change, negative = inhibition, most hits filed as inhibitors; 370,000 compounds, 0.041% hits; AID 485294; active means well fitted inhibition curve with a large enough effect; inconclusive means small, poorly fitted or top-dose-only effect;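 further: potency means the concentration at half of the fitted maximal effect; 0% = no-compound wells and -100% = no-enzyme wells; nearly all actives have a fitted effect of over 25% in size; some results filed as inactive show a strong effect at the top dose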
Target sequence (P00811 whole entry, looked up): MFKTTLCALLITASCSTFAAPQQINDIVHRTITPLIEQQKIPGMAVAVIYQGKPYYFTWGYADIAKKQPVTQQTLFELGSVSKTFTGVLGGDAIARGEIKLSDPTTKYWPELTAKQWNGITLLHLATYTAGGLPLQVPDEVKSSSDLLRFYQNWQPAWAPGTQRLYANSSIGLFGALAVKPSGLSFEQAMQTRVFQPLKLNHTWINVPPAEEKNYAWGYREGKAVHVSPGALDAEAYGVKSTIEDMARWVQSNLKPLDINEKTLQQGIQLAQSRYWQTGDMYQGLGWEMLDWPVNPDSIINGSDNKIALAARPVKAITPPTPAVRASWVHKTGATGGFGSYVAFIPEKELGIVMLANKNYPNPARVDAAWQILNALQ
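AmpC (5.3 nM in the dispensed reagent) in 20 mM phosphate pH 7.0 with 0.01% (detergent screen) or 0.0001% Triton X-100 was preincubated with compounds for 15 min at room temperature. Nitrocefin was then added from an 800 uM solution, and hydrolysis was followed at 480 nm.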
HCMV inh – human cytomegalovirus inhibition; HFF cells, HCMV-luciferase reporter, 72 h; active compounds read low; AID 1259415; 410,000 compounds, 4.5% hits; activity change, negative = inhibition, % at 57.5 µM; in the data active means activity change below about -60%; inconclusive means no clear call, values can overlap the other calls; inactive means above about -39%
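Inhibition of viral replication was scored as loss of reporter luminescence in HFFs infected with HCMV-luciferase (MOI 1 PFU/cell) for 72 h; compounds tested at 2 doses, normalized to buffer and Salinomycin controls.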
An asterisk follows results filed as active; ? = inconclusive. Unless noted, on the % scale 0 is the no-effect control and ±100 the full control effect. These rows are one share of the data; the hit share may differ from the screen's.

Compound,AmpC detergent,HCMV inh
COc1ccc(-c2nc3c(c(SCC(=O)Nc4ccccc4F)n2)Cc2cc(C)ccc2O3)cc1,10%,0
CNS(=O)(=O)c1cn(CC(=O)Nc2cccc(OC)c2)cc1S(=O)(=O)NC,3%,-21
COc1ccc(OC)c(NS(=O)(=O)c2cc3c(cc2Cl)N(C(C)=O)CCO3)c1,-1%,-38
COc1ccc(C(=O)c2cn(Cc3ccccc3OC)c3cc4c(cc3c2=O)OCO4)cc1,-5%,-6
COc1ccc(-c2nnn3c2nc(NCCc2ccc(OC)c(OC)c2)c2ccccc23)cc1,5%,46
CCOC(=O)c1[nH]c(C)c(CCC(=O)Nc2ccc(C)cc2Cl)c1C,25%,-6
Cc1ccc(-n2nnnc2CNC(=O)C(C)C)cc1C,23%,-12
COc1ccc(NC(=O)c2nc3nc(C)cc(C(F)F)n3n2)c(C)c1,3%,5
CCOC(=O)c1c(NC(=O)c2cc3nc(-c4ccc(OC)cc4)cc(C(F)(F)F)n3n2)sc(C)c1C,9%,1
CCCn1c2ccccc2c2cnn(CC(=O)N(C)c3ccccc3CC)c(=O)c21,15%,?

Brought forward from above: 2 entries, then new ones.
Compound,AmpC detergent,HCMV inh
CCOC(=O)c1c(NC(=O)c2cc3nc(-c4ccc(OC)cc4)cc(C(F)(F)F)n3n2)sc(C)c1C,9%,1
CCCn1c2ccccc2c2cnn(CC(=O)N(C)c3ccccc3CC)c(=O)c21,15%,?
CCOc1ccccc1NC(=O)CCNS(=O)(=O)c1ccc2c(c1)CCN2C(=O)C1CC1,-5%,-9
COC(=O)c1c(-c2ccc(Cl)cc2)noc1N1CCN(c2ccc(F)cc2)CC1,17%,7
COc1ccc(CCNC(=O)Cc2c(C)c3cc(OC)c(OC)cc3oc2=O)cc1,17%,-16
COc1ccc(NC(=O)Cn2cnc3c(nc4n3CCCCC4)c2=O)c(OC)c1,4%,3
COc1ccc(OC)c(NC(=O)c2c(NCc3ccc(C)o3)sc3c2CCC(C)C3)c1 (stereo not given),1%,-1
COc1ccc(N2CCN(C(=O)c3c(C)oc4ncnc(N5CCCCC5)c34)CC2)cc1,4%,-6
COc1cccc(N2CC(NC(=O)COc3ccc4ccccc4c3)CC2=O)c1 (stereo not given),1%,-1
CCOc1ccc(NC(=O)CC2C(=O)N(c3ccc(C)cc3)C(=O)N2C2CCCCC2)cc1 (stereo not given),-6%,51
Cc1cccn2c(=O)c3cc(C(=O)NCc4cccnc4)c(=N)n(CCCO)c3nc12,5%,-12
CCCCNC(=O)c1cnc2sc(N3CCCCC3)nn2c1=O,3%,8

Reprinted at random: two compounds from above, in no set order.
Compound,AmpC detergent,HCMV inh
COc1ccc(N2CCN(C(=O)c3c(C)oc4ncnc(N5CCCCC5)c34)CC2)cc1,4%,-6
COc1cccc(N2CC(NC(=O)COc3ccc4ccccc4c3)CC2=O)c1 (stereo not given),1%,-1

(further entries)
Compound,AmpC detergent,HCMV inh
COc1ccc(Cn2ccc3nc(C)c(C(=O)N4CCN(c5cccc(OC)c5)CC4)cc3c2=O)cc1,-1%,-10
COc1ccc(OC)c(NC(=O)c2cc3cccc(OC)c3oc2=O)c1,9%,-5
COc1ccc(-c2oc3ncn4nc(-c5ccccc5Br)nc4c3c2-c2ccc(OC)cc2)cc1,-3%,-1
O=C(NCc1cccc(Cl)c1)c1oc(=O)c2ccccc2c1-c1ccccc1,-14%,-69*
CCN(CC)C(=O)CSc1nc2ccccc2c(=O)n1Cc1ccco1,-5%,-19
COc1ccccc1NC(=O)c1c(NCc2ccc(C)o2)sc2c1CCCCC2,2%,93
COc1cccc(C(=O)Nc2nc(-c3nnn(-c4ccccc4C(F)(F)F)c3C)ns2)c1,3%,-76*
COc1ccccc1OCCn1c(NC(=O)c2ccc(Cl)cc2)nc2ccccc21,-4%,-4
CCOC(=O)c1ccc(Nc2c(-c3ccc(N(C)C)cc3)nc3nc[nH]n23)cc1,1%,74
Cc1cccc(-n2ncc3c(NCCOCCO)ncnc32)c1,2%,105
Cc1nnc(NCc2ccccc2)c2c1nnn2Cc1ccccc1Cl,17%,12
Cc1cccc(OCC(=O)Nc2ccccc2C(=O)OCc2cc(=O)n3ccsc3n2)c1,-7%,48
COc1cc2c(c(OC)c1)C(c1cc(OC)c(OC)c(OC)c1)CC(=O)N2 (stereo not given),-5%,42
Cc1cc(C)c(NC(=O)Cn2c(=O)n(CCC(=O)NCc3ccccc3Cl)c(=O)c3sccc32)c(C)c1,14%,-8
Cc1cc(C)cc(N2C(=O)CCSC23C(=O)N(Cc2ccccc2)c2ccccc23)c1 (stereo not given),-6%,0
COc1ccc(NC(=O)c2oc3ccccc3c2NC(=O)c2cc3ccccc3o2)cc1,12%,-33
O=C(NCc1ccccc1F)c1ccc(CN2CC(=O)N3CCCCC3C2=O)cc1 (stereo not given),16%,17
COc1ccc(-c2c3c(=O)n(C)c(=O)n(C)c3c3c(C)nc4ccccc4n23)cc1,18%,6
CCC1CCCCN1C(=O)Cn1c(=O)n(-c2ccccc2C(F)(F)F)c(=O)c2c(C)c(C(=O)N(C)C)sc21 (stereo not given),8%,8
O=S(=O)(Nc1ccc(-c2ccc(N3CCCC3)nn2)cc1)c1ccc(C(F)(F)F)cc1,-9%,4
CCOc1ccccc1NC(=O)Cn1c(=O)n(Cc2ccc(C(=O)NCCCOC)cc2)c(=O)c2ccccc21,21%,14
CCOc1ccccc1NC(=O)CSc1nc2cc(OC)c(OC)cc2c2nc(CCn3c(C)nc4ccccc43)nn12,1%,-93*
O=C(Nc1ccc(F)cc1)N1CCN(c2ccccc2F)CC1,15%,-3
O=C1CN(C(=O)C2CCCCC2)C(c2ccccc2)c2cc(F)ccc2N1 (stereo not given),-2%,16
CCOC(=O)N1CCC(NC(=O)c2ccc3c(c2)N(Cc2cc(C)ccc2C)C(=O)c2ccccc2S3=O)CC1 (stereo not given),17%,-13
COc1ccc(N(C(=O)c2cc(OC)c(OC)c(OC)c2)S(=O)(=O)c2ccc(C)cc2)cc1,15%,-15
COc1ccc(C2=C(N3CCN(c4cccc(C)c4C)CC3)c3ccccc3C2=O)cc1,15%,37
Cc1cc(F)ccc1-n1nnc(C(N)=O)c1C,-1%,8
O=C(c1ccc2c(c1)N(Cc1ccccc1)C(=O)c1ccccc1S2(=O)=O)N1CCc2ccccc21,-9%,39
Cc1ccc(CSC2=Nc3ccccc3C3=NC(CC(=O)NCc4ccc5c(c4)OCO5)C(=O)N23)cc1 (stereo not given),10%,40
CC(NC(=O)C1CCN(C(=O)N2CCOc3ccc(Cl)cc32)CC1)c1ccccc1 (stereo not given),19%,-1
O=C(Nc1ccc(N2CCN(c3ccc(F)cc3)CC2)c(C(=O)O)c1)c1cccs1,7%,13
Cc1cc(C)c(OCC(=O)N(Cc2ccc(N(C)C)cc2)Cc2ccco2)c(C)c1,0%,34
CCOC(=O)c1ccc(NC(=O)CSc2ccc(-c3sc(C)nc3C)nn2)cc1,-4%,-2
CCOc1ccccc1CNC(=O)c1ccc2nc(CCc3ccccc3)oc2c1,-4%,8
COc1cc(O)ccc1-c1nc2cc(C)ccn2c1Nc1ccccc1C,11%,-14
Cc1ccc(N2CCN(C(=O)c3ccc4c(Cl)c5c(nc4c3)CCCC5)CC2)c(C)c1,14%,0
O=C(CSc1nc2ccccc2nc1Cc1ccccc1)N1CCCCC1,16%,-19
Cc1ccc2nc(Cl)c3cc(C(=O)N4CCCCC4C)sc3c2c1 (stereo not given),-6%,-25
Cc1ccc(C(C)C)c(OCCCn2c(=O)oc3ccccc32)c1,-5%,-12
COc1cc(NC(=O)CSc2nc(-c3cccs3)cc(C(F)(F)F)n2)cc(OC)c1OC,0%,13
Cc1nc2c(C(=O)NCc3ccccc3Cl)cnn2c(C)c1Cc1c(F)cccc1Cl,7%,0
Cc1csc2nc(COC(=O)COc3ccccc3F)cc(=O)n12,-3%,18
COc1ccccc1CNC(=O)Cc1c(C)c2c(cc(C)c3c(C)c(C)oc32)oc1=O,10%,8
Cc1ccc(SCC(=O)Nc2ccc3oc(-c4ccc(F)cc4)nc3c2)cc1,3%,68
Cc1ccccc1Nc1nnc(-c2ccc(C)c(S(=O)(=O)N3CCCCC3)c2)c2ccccc12,9%,-63*
CCOC(=O)c1ccc(OC(=O)c2cn(-c3cccc(OC)c3)c(=O)c3ccccc23)cc1,-2%,-1
COc1ccc(CNC(=O)CSc2nc3ccsc3c(=O)n2Cc2ccccc2Cl)cc1,2%,11
COc1cccc(CN2CCCN(CC(=O)Nc3ccc4c(c3)OCCO4)S2(=O)=O)c1,4%,12
COc1cccc(CNC(=O)CN2C(=O)CSc3c2c(C)nn3-c2ccccc2)c1,0%,-4

(cont.)
Compound,AmpC detergent,HCMV inh
CCCCNC(=O)c1cnc2sc(N3CCCCCC3)nn2c1=O,22%,-5
CCOC(=O)c1cc(C)n(CC2CCC(C(=O)Nc3ccc(OCC)cc3)CC2)c1C (stereo not given),2%,-61*
Cc1nn2c(=O)cc(COC(=O)Cc3ccccc3)nc2s1,20%,6
CCSc1nn(CC(=O)Nc2cccc(CC)c2)c(N)c1S(=O)(=O)c1ccccc1,-8%,?
CCN(c1ccccc1)c1nnc(NC(=O)Nc2cccc(Cl)c2C)s1,19%,5
NS(=O)(=O)c1ccc(NC(=O)CN2CCN(c3ccc(F)cc3)CC2)cc1,-8%,-39
CC(C)(C)NC(=O)c1cnn(-c2ccccc2)c1C1CCN(C(=O)OC(C)(C)C)CC1,-9%,0
Cc1oc2ncn(CC(C)C)c(=O)c2c1C(=O)NCc1cccc(Cl)c1,5%,0
COc1cccc(-c2nc3c(c(SCC(=O)Nc4cc(C)ccc4C)n2)Cc2c(CO)cnc(C)c2O3)c1,-6%,-6
Cc1ccc2c(=O)c(C(=O)c3cccc(Cl)c3)cn(CC(=O)Nc3ccc4c(c3)OCCO4)c2n1,6%,28
Cc1nc(C)c(-c2ccc(SCC(=O)Nc3ccc(C)c(F)c3)nn2)s1,5%,25
Cc1nn(C(=O)c2c(F)cccc2F)c(C)c1S(=O)(=O)N1CCOCC1,11%,10
CCOc1ccccc1NS(=O)(=O)c1ccc2c(c1)oc(=O)n2C,-5%,-15
CCOC(=O)c1[nH]c(C)c(CCC(=O)NCc2ccccc2C)c1C,-2%,-16
Cc1ccccc1NC(=O)CSc1nc2nccnc2c(=O)n1CCc1c[nH]c2ccccc12,0%,?
CCOc1ccccc1CNCc1c(C(=O)O)c(C)n(Cc2ccc(Cl)cc2)c1C,14%,10
COc1ccc(S(=O)(=O)N(CC(=O)NCc2ccccc2OC)c2ccc(C)cc2)cc1,3%,-68*
Cc1c(C(=O)N2CCCCCC2)c(S(=O)(=O)NCc2ccccc2)c(C)n1C,13%,-14
CCOC(=O)c1ccc(NC(=O)CC2C(=O)N(c3cccc(OC)c3)C(=O)N2Cc2ccc(OC)cc2)cc1 (stereo not given),3%,17
Cc1cc(C)cc(NS(=O)(=O)c2ccc3[nH]cc(C(=O)NC4CCCCC4)c(=O)c3c2)c1,18%,3
Nc1c(C(=O)NCCc2ccccc2)nnn1CC(=O)Nc1ccc(Cl)cc1,3%,-29
Cc1ccc2c(Sc3ccc(Cl)cc3)c(C(=O)NCCC(C)C)[nH]c2c1,0%,5
COCCCNC(=O)CCCn1c(SCC(=O)c2ccc(Br)cc2)nc2c(sc3ccccc32)c1=O,-6%,0
CCc1ccc(CNC(=O)c2cccc(-n3c(C)nc4cccnc43)c2)cc1,1%,0
COc1cccc(-c2ccc3c(N)c(C(=O)NCc4ccc(Cl)cc4)sc3n2)c1,5%,-24
CCCc1ccc(C2Sc3ccccc3NC3=C2C(=O)c2ccccc23)cc1 (stereo not given),19%,-93*
CC(=O)NCCc1nc2ccccc2n1CCCCOc1ccc(Cl)cc1,16%,-27
COc1ccc(OC)c(C2c3c(-c4ccc(Br)cc4)n[nH]c3C(=O)N2c2ccc(Cl)cc2)c1 (stereo not given),-2%,-105*
O=C(COc1ccccc1)Nc1ccccc1OCc1cc(=O)n2ccccc2n1,16%,1
COc1ccc(/C=C/c2nc(-c3ccccc3O)n(-c3ccccc3)n2)cc1OC,2%,-19
COc1ccc(C(=O)n2nc(-c3cccnc3)nc2NCc2ccccc2)cc1OC,12%,13
Fc1cccc(-c2nc(-c3ccncc3)no2)c1,-1%,31
O=C(Nc1ccc2nc(SCC(=O)N3CCCc4ccccc43)sc2c1)c1cccc(Cl)c1,1%,48
O=c1oc2c(CN3CCOCC3)c(O)ccc2cc1-c1ccccc1,2%,-8
Cc1ccc(CCNC(=O)CN2N=C(c3ccc(C)cc3)CCC2=O)cc1,2%,-37
COc1ccc(C)c2sc(N3CCN(C(=O)c4cccc(F)c4)CC3)nc12,6%,2
Cc1cc(C)c(NC(=O)c2cc(S(=O)(=O)N3CCC4(CC3)OCCO4)ccc2F)c(C)c1,-3%,-21
